NR3A LBD binder: NR3A (human) ligand-binding domain modulation; NR3A LBD differential scanning fluorimetry, Tm shift; 0% = protein alone, 100% = glycine-bound protein; Tm shift relative to glycine control, % at 25 µM; actives 2.5% (n = 340,000);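 active = melting temperature shift of at least 10% of the positive control shift, at one fixed dose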
tim23-1 inh: inhibits growth of tim23-1 mutant yeast. actives 1.3% (n = 330,000). inhibition, % at 20 µM. S. cerevisiae tim23-1 growth, BacTiter-Glo luminescence, 24 h. AID 463212;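 active = growth inhibition of the mutant yeast at or above 50%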;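 also: temperature-sensitive mutant grown at 25 °C; plate controls were DMSO-treated mutant yeast for no effect and medium wells lacking yeast for full effect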
Mdm2-MdmX inh: inhibitors of human Mdm2/MdmX interaction | AID 485346 | actives 3% (n = 330,000) | inhibition, % at 8 µM | SaOS-2 split-luciferase Mdm2/MdmX complementation, luminescence;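 active = inhibition of at least 50% at 8 µM in the primary screen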
Target sequence (O15151 whole entry, looked up): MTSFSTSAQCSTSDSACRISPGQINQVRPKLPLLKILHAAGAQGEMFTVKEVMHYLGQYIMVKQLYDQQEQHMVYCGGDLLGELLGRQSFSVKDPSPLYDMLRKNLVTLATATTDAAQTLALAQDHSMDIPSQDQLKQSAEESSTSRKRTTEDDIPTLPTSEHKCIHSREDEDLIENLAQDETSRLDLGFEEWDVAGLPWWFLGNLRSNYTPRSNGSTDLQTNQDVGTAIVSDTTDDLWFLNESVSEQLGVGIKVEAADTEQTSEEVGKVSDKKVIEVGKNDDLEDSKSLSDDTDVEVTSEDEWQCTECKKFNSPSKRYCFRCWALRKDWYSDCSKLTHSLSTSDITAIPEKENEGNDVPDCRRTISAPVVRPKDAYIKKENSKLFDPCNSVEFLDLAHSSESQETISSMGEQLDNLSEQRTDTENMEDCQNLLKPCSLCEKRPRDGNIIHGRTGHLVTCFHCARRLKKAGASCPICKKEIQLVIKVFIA
Target sequence (Q00987 whole entry, looked up): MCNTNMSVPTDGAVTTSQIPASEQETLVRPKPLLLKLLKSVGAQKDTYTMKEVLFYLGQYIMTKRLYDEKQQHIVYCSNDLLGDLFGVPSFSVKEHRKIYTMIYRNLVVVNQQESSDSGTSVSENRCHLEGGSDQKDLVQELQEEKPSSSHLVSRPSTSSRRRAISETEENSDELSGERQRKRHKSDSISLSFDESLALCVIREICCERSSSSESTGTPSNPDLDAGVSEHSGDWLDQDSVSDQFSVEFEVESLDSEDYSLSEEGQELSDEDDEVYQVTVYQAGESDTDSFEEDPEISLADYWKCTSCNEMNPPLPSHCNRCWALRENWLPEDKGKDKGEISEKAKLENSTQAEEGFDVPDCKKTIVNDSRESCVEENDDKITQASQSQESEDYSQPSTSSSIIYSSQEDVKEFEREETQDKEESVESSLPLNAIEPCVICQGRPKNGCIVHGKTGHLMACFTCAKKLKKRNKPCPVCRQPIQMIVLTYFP
tim10-1 inh: tim10-1 yeast growth inhibition; inhibition, % at 20 µM; actives 2.2% (n = 330,000); S. cerevisiae tim10-1 ts strain growth, BacTiter-Glo, 24 h;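 active = inhibition of at least 40%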;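 also: mutant grown at 25 °C; 0% = DMSO wells with yeast and 100% = wells holding no yeast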
TIM10 inh: TIM10 yeast growth inhibition | S. cerevisiae TIM10 strain growth, BacTiter-Glo luminescence, 24 h | inhibition, % at 10 µM | actives 1.4% (n = 330,000) | AID 463195;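 active = inhibition of 40% or more at the single tested concentration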;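 also: wild-type TIM10 isogenic control strain grown at permissive 25 °C; 0% = DMSO yeast wells and 100% = minimal medium wells without yeast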
UPR XBP1 act: activators of adaptive arm of unfolded protein response (XBP1); activation, % at 20 µM; CHO-XBP1 luciferase reporter, IRE1-XBP1 UPR activation, luminescence; percent of tunicamycin response, DMSO as zero; AID 463104; actives 0.33% (n = 330,000);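 active = versus positive control, 20 µM dose yields 30% or more activation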;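 also: 100% = tunicamycin at 10 µg/mL and 0% = DMSO only wells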
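Test system: CHO-XBP1 luciferase reporter cells | Buffer or medium: Serum-containing F12 medium, 10% FBS | Schedule: 6 h compound exposure at 37 °C, 5% CO2 | Detection: Steady-Glo luciferase glow luminescence, 10 min after reagent addition | Read-out basis: Activation, % of tunicamycin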
APJ ag: APJ receptor agonism; CHO-K1 APJ PathHunter beta-arrestin, luminescence; 0% DMSO wells, 100% apelin; activation, % at 20 µM; actives 0.11% (n = 330,000); AID 2520;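 active = activation more than six SD over the plate average, tested at 20 µM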;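 also: 0% = DMSO alone and 100% = apelin-13 at 10 nM; some results filed as inactive read as strong as hits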
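Assay system: CHO-K1 APJ beta-arrestin complementation cell line / Compound: single test compound dose, 20 µM final, 1% DMSO / Times: overnight seeding, 90 min compound at 25 °C, 1 h detection / Technique: beta-gal luminescence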
NALP3 yeast inh: inhibitors of NALP3 inflammasome in yeast; actives 0.39% (n = 330,000); Yeast reconstituted NLRP3/ASC/caspase-1, beta-gal luminescence, 24 h; inhibition, % at 10 µM;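 active = inhibition of 50% or more; inactive = inhibition below 50%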;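 also: plate controls were induced DMSO wells for no effect and uninduced yeast grown without galactose for full effect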
UPR CHOP act: activators of apoptotic arm of unfolded protein response (CHOP) | CHO-CHOP luciferase reporter, UPR activation, luminescence; percent of tunicamycin response over DMSO baseline | activation, % at 10 µM | actives 0.34% (n = 330,000);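 active = at 10 µM dose, activation of 40% or more, normalized to positive control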;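 also: 100% = tunicamycin at 10 µg/mL and 0% = DMSO alone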
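Test system: CHO CHOP reporter cells. Input: 500 CHO-CHOP cells per well. Medium: F12 with 10% FBS. Technique: luciferase luminescence. Measure: percent activation relative to tunicamycin control. Dosing: 10 µM compound, 0.5% DMSO. Timing: 16-18 h cell attachment, then 6 h compound exposure, 37 °C.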
The depositor's hits bear a star.

`COc1ccc(C2CC(c3ccc(C(F)(F)F)cc3)=NN2c2ccc(S(N)(=O)=O)cc2)cc1` (centres undefined) gave NR3A LBD binder 107.3*, tim23-1 inh 50.8*, Mdm2-MdmX inh 92.5*, tim10-1 inh 32.2, TIM10 inh 29.5, UPR XBP1 act 3.4 and UPR CHOP act 5.1.
Screening CC(CCc1ccccc1)NC(=O)c1ccc(Br)o1 (centres undefined) returned NR3A LBD binder -2.2, tim23-1 inh 21.0, Mdm2-MdmX inh 24.4, tim10-1 inh 24.7, TIM10 inh 3.8, UPR XBP1 act -1.4, APJ ag -4.7, NALP3 yeast inh 23.3 and UPR CHOP act -2.2.
Cc1cccc(-n2c(N)cc(=O)nc2SCC(=O)Nc2nnc(C)s2)c1 was read as NR3A LBD binder 0.2, tim23-1 inh 5.2, Mdm2-MdmX inh -8.3, tim10-1 inh 5.9, TIM10 inh 15.2, UPR XBP1 act -0.4, APJ ag -4.4, NALP3 yeast inh -3.2 and UPR CHOP act 1.4.
Nc1nc(CSc2ncn(-c3ccccc3)n2)cs1 was read as NR3A LBD binder 8.0, tim23-1 inh -0.9, Mdm2-MdmX inh -49.2, tim10-1 inh 21.8, TIM10 inh 11.6, UPR XBP1 act -0.2, APJ ag -0.9, NALP3 yeast inh 14.4 and UPR CHOP act 0.6.
CC12CCC(C/C1=N\N=C1\NC(=O)/C(=C\c3cccc(Br)c3)S1)C2(C)C (centres undefined) was read as NR3A LBD binder 8.1, tim23-1 inh 19.5, Mdm2-MdmX inh 17.2, tim10-1 inh -4.5, TIM10 inh 15.6, UPR XBP1 act 1.7, APJ ag -1.3, NALP3 yeast inh 18.3 and UPR CHOP act -0.2.
CCS(=O)(=O)N1CCC(C(=O)Nc2cccc(C(C)=O)c2)CC1 was read as NR3A LBD binder 0.8, tim23-1 inh 0.3, Mdm2-MdmX inh 6.8, tim10-1 inh 20.5, TIM10 inh -1.1, UPR XBP1 act 0.4, APJ ag -3.4, NALP3 yeast inh -18.7 and UPR CHOP act 2.2.
`CCOc1ccc(NC(=S)NNc2ccnc3cc(Cl)ccc23)cc1` gave NR3A LBD binder 4.3, tim23-1 inh 8.9, Mdm2-MdmX inh 18.4, tim10-1 inh 46.9*, TIM10 inh 14.3, UPR XBP1 act -3.5, APJ ag 6.1, NALP3 yeast inh 5.4 and UPR CHOP act 1.4.
Screening COc1ccc(C2C(C(=O)c3ccc(C)o3)=C(O)C(=O)N2Cc2cccnc2)cc1OC (centres undefined) returned NR3A LBD binder 0.4, tim23-1 inh -13.9, Mdm2-MdmX inh -2.2, tim10-1 inh -19.0, TIM10 inh -10.6, UPR XBP1 act -3.4, APJ ag 2.1, NALP3 yeast inh 15.1 and UPR CHOP act 1.4.
For CCn1c(=O)c(C(=O)CN2CCCc3ccccc32)c(N)n(Cc2ccccc2)c1=O the results were NR3A LBD binder -2.7, tim23-1 inh 14.4, Mdm2-MdmX inh 28.9, tim10-1 inh 19.8, TIM10 inh 19.3, UPR XBP1 act -0.1, APJ ag 2.7, NALP3 yeast inh 18.3 and UPR CHOP act 3.9.
For O=c1c2c(nc3n1CCCCC3)sc1c(O)c(Br)ccc12 the results were NR3A LBD binder 1.5, tim23-1 inh 45.4, Mdm2-MdmX inh -21.0, tim10-1 inh 45.2*, TIM10 inh 12.8, UPR XBP1 act -2.4, APJ ag -4.0, NALP3 yeast inh 20.5 and UPR CHOP act 0.8.
`Cc1cc(N2CCOCC2)n2cc(-c3ccccc3)nc2n1` gave NR3A LBD binder 0.1, tim23-1 inh -0.3, Mdm2-MdmX inh 6.5, tim10-1 inh 7.1, TIM10 inh 4.6, UPR XBP1 act 2.8, APJ ag -2.3, NALP3 yeast inh -14.6 and UPR CHOP act 1.2.
Cc1c(NC(=O)CN2C(=O)NC3(CCCCC3C)C2=O)cccc1[N+](=O)[O-] (centres undefined) was read as NR3A LBD binder -1.1, tim23-1 inh -1.1, Mdm2-MdmX inh 0.8, tim10-1 inh -8.2, TIM10 inh -0.1, UPR XBP1 act -0.6, APJ ag 1.0, NALP3 yeast inh 13.3 and UPR CHOP act -0.4.
CCCCN(C(=O)c1cnc2n(c1=O)CCS2)c1ccccc1 was read as NR3A LBD binder -1.2, tim23-1 inh -3.6, Mdm2-MdmX inh 5.5, tim10-1 inh -4.8, TIM10 inh 0.6, UPR XBP1 act 2.4, APJ ag -5.5, NALP3 yeast inh -4.5 and UPR CHOP act 2.6.
O=C1CC(Sc2nnnn2-c2ccccc2)C(=O)N1c1cccc(Cl)c1 (centres undefined) was read as NR3A LBD binder -6.0, tim23-1 inh 41.1, Mdm2-MdmX inh 1.9, tim10-1 inh 49.1*, TIM10 inh 38.4, UPR XBP1 act -7.1, APJ ag -1.0, NALP3 yeast inh 3.8 and UPR CHOP act 2.3.
CN1CCN(CCC(=O)N/N=C/C=C2\N(C)c3ccccc3C2(C)C)CC1 was read as NR3A LBD binder -0.6, tim23-1 inh 2.7, Mdm2-MdmX inh 12.8, tim10-1 inh -20.9, TIM10 inh -5.1, UPR XBP1 act -2.4, APJ ag 0.7, NALP3 yeast inh 12.4 and UPR CHOP act -1.4.
For CC(C)(C)C(=O)Cn1c(NCCO)nc2ccccc21 the results were NR3A LBD binder -1.9, tim23-1 inh -6.5, Mdm2-MdmX inh 10.0, tim10-1 inh 3.8, TIM10 inh -12.6, UPR XBP1 act -0.5, APJ ag -2.5, NALP3 yeast inh 1.6 and UPR CHOP act -1.3.
CCCNC(=O)c1ccc2c(c1)CCN2S(C)(=O)=O was read as NR3A LBD binder -1.9, tim23-1 inh 11.2, Mdm2-MdmX inh -17.8, tim10-1 inh 18.2, TIM10 inh -14.2, UPR XBP1 act -2.5, APJ ag -6.0, NALP3 yeast inh 5.5 and UPR CHOP act 0.2.
C=C(C)[C@@H](O)COc1c2ccoc2cc2oc(=O)ccc12 was read as NR3A LBD binder 2.6, tim23-1 inh 16.8, Mdm2-MdmX inh -0.1, tim10-1 inh 7.0, TIM10 inh 11.1, UPR XBP1 act -2.6, APJ ag -2.3, NALP3 yeast inh 6.5 and UPR CHOP act -0.4.
CC1CCC(NC(=O)CSc2nncs2)CC1 (centres undefined) was read as NR3A LBD binder -0.8, tim23-1 inh 15.9, Mdm2-MdmX inh 0.9, tim10-1 inh 10.8, TIM10 inh 17.6, UPR XBP1 act -4.4, APJ ag -4.3, NALP3 yeast inh 1.0 and UPR CHOP act 2.0.
For O=C(N/N=C\c1cccnc1)c1ccccc1O the results were NR3A LBD binder -2.4, tim23-1 inh -8.0, Mdm2-MdmX inh 16.8, tim10-1 inh -12.6, TIM10 inh -9.5, UPR XBP1 act -3.9, APJ ag -3.1, NALP3 yeast inh 17.9 and UPR CHOP act 0.4.
Screening Cc1cc(=O)oc2cc(OCC(=O)NCCCn3ccnc3)ccc12 returned NR3A LBD binder -0.5, tim23-1 inh -15.9, Mdm2-MdmX inh 12.2, tim10-1 inh -3.3, TIM10 inh -2.5, UPR XBP1 act -1.6, APJ ag -3.6, NALP3 yeast inh -3.4 and UPR CHOP act -0.1.
`O=C1c2ccccc2C(=O)N1c1ccc(Cl)cc1` gave tim23-1 inh 11.8, Mdm2-MdmX inh -2.6, tim10-1 inh 11.3, TIM10 inh 2.5, UPR XBP1 act 1.1, APJ ag 9.3, NALP3 yeast inh 15.3 and UPR CHOP act 6.7.
CCN(CC)S(=O)(=O)c1ccc(C)c(NC(=S)N2CCN(Cc3ccc4c(c3)OCO4)CC2)c1 was read as NR3A LBD binder -1.9, tim23-1 inh 30.8, Mdm2-MdmX inh 28.8, tim10-1 inh 30.8, TIM10 inh 13.8, UPR XBP1 act -0.6, APJ ag -1.3, NALP3 yeast inh 39.1 and UPR CHOP act 0.4.
CCCCCCSc1nnc(N)s1 was read as NR3A LBD binder 3.4, tim23-1 inh 5.9, Mdm2-MdmX inh 16.4, tim10-1 inh -10.3, TIM10 inh -15.6, UPR XBP1 act -1.1, APJ ag -1.9, NALP3 yeast inh -4.1 and UPR CHOP act 0.9.
Screening Cc1ccc(-c2[nH]ncc2/C=N/n2c(COc3ccccc3C)nc3ccccc3c2=O)cc1 returned NR3A LBD binder -8.7, tim23-1 inh 6.0, Mdm2-MdmX inh 29.7, tim10-1 inh 18.1, TIM10 inh 15.8, UPR XBP1 act 19.6, APJ ag -1.7, NALP3 yeast inh 5.1 and UPR CHOP act 22.7.
Screening COc1ccccc1CNC(=O)Cn1ccc2cc(S(=O)(=O)N3CCCC3)ccc21 returned NR3A LBD binder 1.6, tim23-1 inh 10.3, Mdm2-MdmX inh 24.7, tim10-1 inh 15.2, TIM10 inh -5.2, UPR XBP1 act -3.3, APJ ag 0.8, NALP3 yeast inh -5.5 and UPR CHOP act -0.1.
`COCCNC(=O)Cn1cc(C(=S)N2CCOCC2)c2ccccc21` gave NR3A LBD binder -0.1, tim23-1 inh 14.4, Mdm2-MdmX inh 16.3, tim10-1 inh -8.4, TIM10 inh -11.6, UPR XBP1 act -0.7, APJ ag -1.2, NALP3 yeast inh -4.0 and UPR CHOP act -3.0.
O=C(COc1ccc(S(=O)(=O)NC2CCCCC2)cc1)Nc1ccc2c(c1)OCCO2 was read as NR3A LBD binder 0.3, tim23-1 inh 8.0, Mdm2-MdmX inh -7.8, tim10-1 inh 13.6, TIM10 inh -8.0, UPR XBP1 act 0.4, APJ ag -4.5, NALP3 yeast inh 11.8 and UPR CHOP act -1.7.
CCOc1ccc(CNC(=O)CCCn2ccc3cc(S(=O)(=O)N4CCCC4)ccc32)cc1 was read as NR3A LBD binder 3.4, tim23-1 inh 16.4, Mdm2-MdmX inh 24.5, tim10-1 inh 27.5, TIM10 inh 16.2, UPR XBP1 act -6.3, APJ ag 0.0, NALP3 yeast inh -1.6 and UPR CHOP act -0.2.
For Cc1c(Cl)cccc1NC(=O)C1=COCCO1 the results were NR3A LBD binder -0.9, tim23-1 inh -7.4, Mdm2-MdmX inh 13.7, tim10-1 inh -18.1, TIM10 inh -10.2, UPR XBP1 act 0.1, APJ ag -3.4, NALP3 yeast inh 14.3 and UPR CHOP act 0.6.
For O=S(=O)(NCC(c1cccnc1)N1CCc2ccccc2C1)c1ccccc1 (centres undefined) the results were NR3A LBD binder -1.5, tim23-1 inh 17.5, Mdm2-MdmX inh 1.3, tim10-1 inh 12.6, TIM10 inh 8.0, UPR XBP1 act -1.7, APJ ag -1.3, NALP3 yeast inh -7.0 and UPR CHOP act 1.2.
Screening Nc1nc(SCC(=O)NCCCN2CCOCC2)nc2sc3c(c12)CCC3 returned NR3A LBD binder -0.4, tim23-1 inh 2.3, Mdm2-MdmX inh 18.7, tim10-1 inh 4.6, TIM10 inh 8.3, UPR XBP1 act -5.9, APJ ag 2.3, NALP3 yeast inh 13.8 and UPR CHOP act 1.7.
O=C(NNC(=O)c1ccc([N+](=O)[O-])cc1)c1ccc(NS(=O)(=O)c2cccs2)cc1 was read as NR3A LBD binder 3.8, tim23-1 inh -6.4, Mdm2-MdmX inh 21.4, tim10-1 inh -6.6, TIM10 inh 0.6, UPR XBP1 act -1.4, APJ ag -11.5, NALP3 yeast inh 19.1 and UPR CHOP act -1.0.

Random draw from the library; overall some 8.2% were active at least once.
